RGS8-Gao: modulates binding of RGS8 to human Galphao. P09471. multiplexed bead flow cytometry; actives lie on both sides. response (percent of control binding), % at 10 µM. hit rate 0.34% among 220,000. AID 1423; in the data active = response below about 60% or above about 140%; inactive = in between;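 note: Galphao activated as the GDP aluminium fluoride complex binding bead-coupled RGS8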
Target sequence (P09471 whole entry, looked up): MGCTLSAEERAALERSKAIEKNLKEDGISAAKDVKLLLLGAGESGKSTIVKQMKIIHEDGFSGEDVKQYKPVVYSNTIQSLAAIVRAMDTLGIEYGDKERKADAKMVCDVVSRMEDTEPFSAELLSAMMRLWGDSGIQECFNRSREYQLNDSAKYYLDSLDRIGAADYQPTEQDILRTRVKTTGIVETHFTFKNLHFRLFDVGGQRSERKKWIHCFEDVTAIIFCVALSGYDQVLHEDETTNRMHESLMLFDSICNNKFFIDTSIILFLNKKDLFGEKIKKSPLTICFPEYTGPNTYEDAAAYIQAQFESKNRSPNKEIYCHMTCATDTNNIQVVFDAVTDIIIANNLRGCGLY
ABCG2 block: human ABCG2 inhibition, ABCB1 as counter-screen | hit rate 0.1% among 190,000 | inhibition, % at 6.6 µM | IgMXP3 cells, JC-1 efflux, flow cytometry;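 active = inhibition above 80%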;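 note: 0% = DMSO and 100% = nicardipine control wells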
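Measure – % inhibition of efflux relative to nicardipine and DMSO · Test system – ABCG2 IgMXP3 and barcoded ABCB1 CCRF-Adr cell mix · Control set – nicardipine as high control, DMSO as low control · Compound – one concentration, 6.6 µM final · Signal – flow cytometry of retained JC-1 fluorescence · Timing – 10 min exposure at 25 °C with rotation, no wash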
Bim-Bcl-B: human Bim-Bcl-B interaction inhibition; inhibition, % at 10 µM; AID 951; bead-based flow cytometry, Bim peptide-Bcl-B binding; hit rate 0.073% among 190,000; Q9HD36;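 note: 0% = tracer peptide without compound and 100% = reference inhibitor peptide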
Target sequence (Q9HD36 whole entry, looked up): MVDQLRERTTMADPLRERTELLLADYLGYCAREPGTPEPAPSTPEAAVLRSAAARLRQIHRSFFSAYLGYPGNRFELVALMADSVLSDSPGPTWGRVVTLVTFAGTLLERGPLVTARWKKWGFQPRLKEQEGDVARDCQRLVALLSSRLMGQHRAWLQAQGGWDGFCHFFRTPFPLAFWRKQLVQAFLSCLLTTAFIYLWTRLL
Bim-Bcl-2: human Bim-Bcl-2 interaction inhibition; hit rate 0.06% among 190,000; inhibition, % at 10 µM; Bead-based flow cytometry, Bim peptide-Bcl-2 binding; in the data active = inhibition above about 40%; inconclusive = no clear call, values can overlap the other calls;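 note: 0% = no compound wells with probe peptide and 100% = reference peptide inhibitor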
Target sequence (P10415 whole entry, looked up): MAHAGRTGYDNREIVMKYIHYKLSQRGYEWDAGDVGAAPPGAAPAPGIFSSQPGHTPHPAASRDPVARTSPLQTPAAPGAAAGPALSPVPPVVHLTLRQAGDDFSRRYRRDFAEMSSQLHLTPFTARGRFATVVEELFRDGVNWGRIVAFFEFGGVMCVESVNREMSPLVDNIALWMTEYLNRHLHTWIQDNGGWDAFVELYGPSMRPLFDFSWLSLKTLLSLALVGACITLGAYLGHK
Bim-Bcl-W: inhibitors of Bim-Bcl-W interaction, human | bead-based flow cytometry, Bim peptide-Bcl-W binding | inhibition, % at 10 µM | Q92843 | hit rate 0.02% among 190,000;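 note: 0% = bound tracer without compound and 100% = peptide blocker; higher means less fluorescent Bim peptide bound to Bcl-W beads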
RGS4-Gao reg: modulates binding of RGS4 to human Galphao; AID 1415; binding response (% of control), % at 10 µM; hit rate 0.33% among 220,000; Multiplexed bead flow cytometry; actives lie on both sides; P09471; in the data active = binding response below about 49% or above about 150%; inactive = in between;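 note: fluorescent Galphao activated with aluminum fluoride binding bead-coupled RGS4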
ABCB1 block: blocks JC-1 efflux by human ABCB1 transporter. P08183. CCRF-Adr cells, flow cytometry. inhibition, % at 6.6 µM. hit rate 0.067% among 190,000. AID 1326; in the data active = inhibition above about 40%;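 note: 0% = vehicle and 100% = reference inhibitor; higher value means more JC-1 retained so stronger ABCB1 efflux block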
Bim-Bfl-1: human Bim-Bfl-1 interaction inhibition; hit rate 0.12% among 190,000; Bead-based flow cytometry, Bim-Bfl-1 binding inhibition; Q16548; inhibition, % at 10 µM;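 note: 0% = wells without compound plus tracer and 100% = blocker peptide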
RGS7-Gao reg: modulates binding of RGS7 to human Galphao. hit rate 0.35% among 220,000. binding response (% of control), % at 10 µM. Multiplexed bead flow cytometry; actives lie on both sides; in the data active = binding response below about 49% or above about 150%; inconclusive = no clear call, values can overlap the other calls; inactive = in between;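 note: fluorescent Galphao held in activated GDP-AlF4 state binding bead-coupled RGS7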
Bim-Bcl-XL: human Bim-Bcl-XL interaction inhibition; hit rate 0.04% among 190,000; inhibition, % at 10 µM; Bim peptide-Bcl-XL binding, bead flow cytometry, fluorescence
Target sequence (Q07817 whole entry, looked up): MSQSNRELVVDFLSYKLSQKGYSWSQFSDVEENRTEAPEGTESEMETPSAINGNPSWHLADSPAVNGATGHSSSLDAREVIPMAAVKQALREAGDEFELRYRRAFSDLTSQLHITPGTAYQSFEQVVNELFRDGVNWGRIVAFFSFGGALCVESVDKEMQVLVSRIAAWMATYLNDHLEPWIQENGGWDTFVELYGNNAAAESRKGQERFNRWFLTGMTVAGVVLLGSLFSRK
GSH bead fluor: compound fluoresces at 488/530 nm on GSH beads; GSH beads flow cytometry, compound fluorescence 488/530 nm; stronger effect = higher value; fluorescence (KMESF) at 10 µM; hit rate 0.25% among 190,000; in the data active = fluorescence above about 89;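 note: glutathione beads carrying GST-tagged Bcl family fusion proteins plus one bare bead set; values are compound well signal with DMSO vehicle wells as background; inactives centre near 16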
Starred values were filed as active, the others as inactive; ? = inconclusive; & = joins results of further samples. Cut-off read from the data, not from the text of the source, unless noted: active = inhibition above about 40%.

cpd	Compound	RGS8-Gao	ABCG2 block	Bim-Bcl-B	Bim-Bcl-2	Bim-Bcl-W	RGS4-Gao reg
1	Cc1ccc(-n2nc(N)c3c(=O)oc(N(C)C)nc32)cc1	99	2	-1	-2	-1	97
2	COc1cccc(C2C3=C(N=c4s/c(=C\c5cccc(O)c5)c(=O)n42)c2ccccc2CC3)c1OC (stereo not drawn)	100	0	-9	-5	-3	101
3	CC(=O)c1ccc(N2CCN(C(=O)COc3ccc(F)cc3)CC2)c(F)c1	99	12	-1	-2	-1	97
4	COc1cccc(C(=O)CN2CCN(S(=O)(=O)c3ccc(Br)cc3)CC2)c1	100	2	-10	-11	-3	101
5	CCOC(=O)c1ccc(NC(=O)Nc2ccn(C)n2)cc1	96	1	-7	-6	3	95
6	COc1ccc(CNC(=S)N/N=C/c2ccc(OC)c(OC)c2)cc1	98	5	0	-1	0	96
7	N#CC1=C(N)C(C#N)(C#N)[C@H](c2c(F)cccc2F)[C@H]2CC3(CC=C12)OCCO3	97	-1	-5	-1	1	98
8	CCOC(=O)NCc1ccc2c(c1)cc(C)n2C	101	32	-11	-12	-3	102
9	Cc1c(NC(=O)c2ccc3c(c2)C(=O)N(Cc2ccco2)C3=O)cccc1C(=O)O	102	-1	0	0	-2	102
10	COc1ccc(NC(=O)C(c2ccccc2)N(C)C(=O)CNC(C)=O)cc1 (stereo not drawn)	99	6	-8	-15	-1	102

cpd	ABCB1 block	Bim-Bfl-1	RGS7-Gao reg	Bim-Bcl-XL	GSH bead fluor
1	0.2	-5	94	-3	53
2	0.4	-10	98	-5	18
3	0.9	-8	97	-1	52
4	1.6	-19	100	-8	33
5	0.0	-11	104	1	35
6	0.8	-5	96	-1	22
7	0.1	-6	94	-3	11
8	-2.1	-18	101	-6	27
9	-0.3	0	101	2	11
10	1.1	-17	101	-7	23

Later entries.
cpd	Compound	RGS8-Gao	ABCG2 block	Bim-Bcl-B	Bim-Bcl-2	Bim-Bcl-W	RGS4-Gao reg
11	O=C(NC1CCCCC1)c1cc([N+](=O)[O-])ccc1N1CCOCC1	104	1	-1	-1	2	102
12	COCCn1c(Cc2ccccc2)nnc1SCc1ccc([N+](=O)[O-])cc1	109	0	9	12	13	104
13	Cc1c(Nc2nc(-c3ccccc3)cs2)c(=O)n(-c2ccccc2)n1C	99	5	-10	-6	-6	100
14	CCC(=O)N(Cc1ccco1)c1nc(C(=O)Nc2ccc(Cl)cc2)c(C)s1	104	-6	-6	-8	-2	104
15	COc1ccc(N=C2SC(CC(=O)Nc3ccccc3)C(=O)N2CC2CCCO2)cc1 (stereo not drawn)	101	7	-9	-8	3	101
16	O=[N+]([O-])c1ccc(-c2csc(N3CCc4ccccc4C3)n2)cc1	104	6	-10	1	0	101
17	c1ccc(-c2nnc(SCC3CCCCO3)nc2-c2ccccc2)cc1 (stereo not drawn)	100	2	-4	-4	-2	101
18	CCS(=O)(=O)c1ccc2c(c1)N(S(C)(=O)=O)CC(C(=O)NCc1ccccc1OC)O2 (stereo not drawn)	100	3	-1	-3	-2	98
19	O=C(/C=C/c1ccccc1O)c1ccc(Cl)cc1	101	17	-3	-2	-2	97
20	Cc1cc2sc3ccccc3c(=O)c2c(C)c1O	101	5	-3	-3	0	101

cpd	ABCB1 block	Bim-Bfl-1	RGS7-Gao reg	Bim-Bcl-XL	GSH bead fluor
11	0.5	-6	99	1	76
12	0.3	18	106	16	7
13	-0.5	-9	101	-5	14
14	-1.0	-12	108	0	9
15	1.7	-7	100	-1	26
16	1.2	2	101	0	8
17	0.5	-7	102	-5	16
18	0.2	-3	98	0	16
19	0.6	1	99	-5	10
20	0.5	-1	98	-1	18

Another view of part of the listing above:
Every second line gives: RGS8-Gao, ABCG2 block, Bim-Bcl-B, Bim-Bcl-2, Bim-Bcl-W, RGS4-Gao reg, ABCB1 block, Bim-Bfl-1, RGS7-Gao reg, Bim-Bcl-XL, GSH bead fluor
1	Cc1ccc(-n2nc(N)c3c(=O)oc(N(C)C)nc32)cc1
    99, 2, -1, -2, -1, 97, 0.2, -5, 94, -3, 53
2	COc1cccc(C2C3=C(N=c4s/c(=C\c5cccc(O)c5)c(=O)n42)c2ccccc2CC3)c1OC (stereo not drawn)
    100, 0, -9, -5, -3, 101, 0.4, -10, 98, -5, 18
3	CC(=O)c1ccc(N2CCN(C(=O)COc3ccc(F)cc3)CC2)c(F)c1
    99, 12, -1, -2, -1, 97, 0.9, -8, 97, -1, 52
4	COc1cccc(C(=O)CN2CCN(S(=O)(=O)c3ccc(Br)cc3)CC2)c1
    100, 2, -10, -11, -3, 101, 1.6, -19, 100, -8, 33
5	CCOC(=O)c1ccc(NC(=O)Nc2ccn(C)n2)cc1
    96, 1, -7, -6, 3, 95, 0.0, -11, 104, 1, 35
6	COc1ccc(CNC(=S)N/N=C/c2ccc(OC)c(OC)c2)cc1
    98, 5, 0, -1, 0, 96, 0.8, -5, 96, -1, 22
7	N#CC1=C(N)C(C#N)(C#N)[C@H](c2c(F)cccc2F)[C@H]2CC3(CC=C12)OCCO3
    97, -1, -5, -1, 1, 98, 0.1, -6, 94, -3, 11
8	CCOC(=O)NCc1ccc2c(c1)cc(C)n2C
    101, 32, -11, -12, -3, 102, -2.1, -18, 101, -6, 27
9	Cc1c(NC(=O)c2ccc3c(c2)C(=O)N(Cc2ccco2)C3=O)cccc1C(=O)O
    102, -1, 0, 0, -2, 102, -0.3, 0, 101, 2, 11
10	COc1ccc(NC(=O)C(c2ccccc2)N(C)C(=O)CNC(C)=O)cc1 (stereo not drawn)
    99, 6, -8, -15, -1, 102, 1.1, -17, 101, -7, 23

Additional entries:
cpd	Compound	RGS8-Gao	ABCG2 block	Bim-Bcl-B	Bim-Bcl-2	Bim-Bcl-W	RGS4-Gao reg
21	O=c1cc(-c2ccccc2)c2cc3c(cc2[nH]1)OCCO3	96	9	-7	-6	-6	94
22	Cc1cc(N/N=C/c2ccc(O)cc2O)nc(-c2ccccc2O)n1	103	-2	6	0	5	101
23	CC1CCC(NC(=O)c2ccc(CNc3c(NC4CCCCC4)c(=O)c3=O)cc2)CC1 (stereo not drawn)	102	6	-9	-1	-8	108
24	COc1ccc(NC(=O)c2ccccc2NC(=O)CSc2ccccc2)cc1	99	25	-1	-3	-11	96
25	Cn1cccc1/C=N/NC(=O)Cn1cnc2ccccc21	103	11	-9	-11	0	100
26	CC(=O)N1CCCc2cc(S(=O)(=O)CCC(=O)N3CCN(c4ccccc4)CC3)ccc21	108	-2	-5	-9	2	107
27	CC(C(O)c1ccc(O)cc1)N1CCC(Cc2ccccc2)CC1 (stereo not drawn)	102&103	0&0	-3&-2	-4&1	0&0	103&99
28	CC1(C)C(=O)Nc2ccccc2N1C(=O)CSc1nnc2ccccn12	104	-2	-5	0	-5	99
29	O=C1CCCC(=O)N1c1ccc(O)cc1	106	2	-8	-1	-1	104
30	C=CCN(CC=C)S(=O)(=O)c1ccc(NC(=O)COc2ccccc2OC)cc1	104	4	-8	-7	-6	100

cpd	ABCB1 block	Bim-Bfl-1	RGS7-Gao reg	Bim-Bcl-XL	GSH bead fluor
21	0.8	-8	?	-1	19
22	-0.8	2	100	10	2
23	0.8	-2	107	-10	12
24	1.2	1	100	-6	10
25	3.4	-13	99	-10	30
26	-1.9	-12	109	-1	21
27	0.5	0&-7	103&93	-3&-1	64&14
28	0.0	0	98	-8	6
29	0.4	-8	106	-1	16
30	0.8	-5	102	-7	22

(listing goes on)
cpd	Compound	RGS8-Gao	ABCG2 block	Bim-Bcl-B	Bim-Bcl-2	Bim-Bcl-W	RGS4-Gao reg
31	CCOc1ccc(NC(C)=O)cc1[N+](=O)[O-]	102	9	-7	-6	0	100
32	COCCSc1nnc(NS(=O)(=O)c2ccccc2)s1	101	16	-6	4	3	100
33	O=C(NNC(=O)c1ccc2c(c1)OCO2)NC1CCCCC1	102	5	0	-2	0	103
34	CCOC(=O)C1=C(C)NC(SC)=NC1c1ccc(OC)cc1 (stereo not drawn)	103	3	-7	5	3	107
35	CC(C)(C)NC(=O)CN1CCC(O)(c2ccc3c(c2)OCO3)CC1	99	2	-6	0	-4	97
36	Cc1cc(NC(=O)CSc2nnc(-c3ccc4c(c3)OCCO4)o2)no1	98	41	-10	-7	-5	100
37	Cc1cnc(C(=O)Nc2cccc3cccnc23)cn1	103	8	-4	-5	2	100
38	C=CCOc1ccc(/C(O)=C2\C(=O)C(=O)N(CCCOC)C2c2ccc(O)c(OC)c2)cc1 (stereo not drawn)	104	0	-1	2	0	106
39	CC1=NN(C(=S)Nc2ccccc2)C(C)(C)C1	103	0	-4	-3	-4	101
40	Cc1ccc(NC(=S)NCCc2c[nH]c3ccccc23)cc1	99	38	-9	-7	0	95

cpd	ABCB1 block	Bim-Bfl-1	RGS7-Gao reg	Bim-Bcl-XL	GSH bead fluor
31	0.7	-3	95	-3	14
32	1.5	-2	102	0	12
33	1.4	0	105	-1	9
34	0.4	-1	106	3	111*
35	0.6	-2	97	-4	23
36	1.5	-25	98	-12	27
37	0.5	-9	98	-2	10
38	0.1	-2	106	-5	10
39	-0.3	-4	103	-2	11
40	2.6	-6	99	-3	15

More entries:
cpd	Compound	RGS8-Gao	ABCG2 block	Bim-Bcl-B	Bim-Bcl-2	Bim-Bcl-W	RGS4-Gao reg
41	Cc1ccc(N2C(=O)CSC2c2ccc3c(c2)OCO3)cc1 (stereo not drawn)	101	4	0	-5	4	105
42	CCOCCCn1c(SCC(=O)NCc2ccco2)nc2c(sc3ccccc32)c1=O	101	25	-10	-8	-1	97
43	NC(=O)COC(=O)c1ccc(Cl)c(S(=O)(=O)N(Cc2ccccc2)c2ccc(Cl)cc2)c1	97	2	-11	-6	-6	96
44	Cc1nnc2sc(SCc3ccc(Cl)cc3)nn2c1=O	87	0	0	1	0	92
45	CCCOC(=O)c1ccc(NC(=O)c2cn(CC)c3nc(C)ccc3c2=O)cc1	101	4	0	-2	-1	105
46	O=C(COc1cc(Cl)c(Cl)cc1Cl)NC(=O)NC1CCCC1	101	13	-6	-14	1	102
47	O=C(Nc1cccc(NC(=O)c2ccc3c(c2)OCO3)c1)c1ccccc1	105	4	-6	-2	0	101
48	CC(=O)N(Cc1ccc2c(c1)OCO2)C1CC(=O)N(CCc2ccccc2)C1=O (stereo not drawn)	104	2	-5	-10	0	101
49	C(=C/c1nccc2c1[nH]c1ccccc12)/c1ccc2c(c1)OCO2	99	0	-2	-1	2	103
50	CCOC(=O)c1c(NC(=S)Nc2cccc(C)c2)sc2c1CC(C)(C)SC2	101	-9	-13	-6	-7	104
51	CN1CCN(S(=O)(=O)c2ccc(NC(=O)c3ccc(F)cc3)cc2)CC1	100	6	-4	-5	4	100
52	CCOC(=O)C1(C)/C(=N/Nc2ccc(S(N)(=O)=O)cc2)C(=O)C(=O)N1c1ccccc1 (stereo not drawn)	103	-2	1	-1	-1	106
53	CN1CCN(NC(=O)c2ccc(S(=O)(=O)N3CCCCCC3)cc2)CC1	100	0	-4	-2	1	103

cpd	ABCB1 block	Bim-Bfl-1	RGS7-Gao reg	Bim-Bcl-XL	GSH bead fluor
41	0.6	-7	105	4	7
42	4.7	-17	97	-8	21
43	0.8	-4	101	-8	19
44	0.2	1	95	0	14
45	0.9	-2	103	-3	20
46	0.5	-18	98	-4	12
47	0.2	-7	103	-3	10
48	0.5	-9	102	-3	18
49	-0.2	-2	111	-3	10
50	-1.1	-4	105	-11	12
51	1.3	-9	98	9	44
52	-0.6	2	102	0	70
53	0.1	-2	100	-2	17

Screening data: PubChem BioAssay, NMMLSC
